Source: PubChem BioAssay (National Center for Advancing Translational Sciences (NCATS))
JMJD2A Tudor inh: inhibitors of human JMJD2A Tudor domain; O75164; AlphaScreen JMJD2A-Tudor / H3K4me3 peptide binding; 4.4% of 390,000 active; Potency, µM (doses to about 114 µM), without a hit: at the highest dose activity change, negative = inhibition, actives largely listed as inhibitors; note: % is set by controls: 0 for no effect and ±100 for the full control effect; nearly all actives have a fitted effect of over 50% in size
HP1b binding inh: inhibitors of HP1-beta chromodomain binding to methylated histone tails; P83916; AlphaScreen HP1-beta / biotin-H3K9me3 peptide binding; Potency, µM (titrated, usually from 114 µM), for the others: at the highest dose activity change, negative = inhibition, hits mostly inhibitors; 0.56% of 390,000 active; AID 540317; note: nearly all actives have a fitted effect of over 70% in size; inactives centre near 23
Target sequence (P83916 whole entry, looked up): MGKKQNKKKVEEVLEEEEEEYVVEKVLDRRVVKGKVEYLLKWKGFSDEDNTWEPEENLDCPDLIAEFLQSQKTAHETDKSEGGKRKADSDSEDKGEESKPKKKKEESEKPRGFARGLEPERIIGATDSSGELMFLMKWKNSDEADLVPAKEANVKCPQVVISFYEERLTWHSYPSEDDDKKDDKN
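AlphaScreen: HP1-beta (50 nM) preformed 30 min with biotin-H3(1-18)K9me3 peptide (50 nM) in PBS pH 7.4, 0.01% Tween-20. Compound added for 30 min at RT, then streptavidin donor/nickel chelate acceptor beads (10 ug/mL) for 30 min.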
BAZ2B block: blocks human BAZ2B. Q9UIF8. AlphaScreen BAZ2B-H3K14Ac peptide displacement. Potency, µM (top dose mostly 114 µM), inactives show at the top dose activity change, negative = inhibition, actives largely listed as inhibitors. 4.4% of 360,000 active; note: % is set by controls: 0 for no effect and ±100 for the full control effect; nearly all actives have a fitted effect of over 60% in size
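Protein-peptide AlphaScreen: BAZ2B 50 nM, b-H3K14Ac 50 nM, 1x PBS pH 7.4 + 0.01% Tween-20. Preincubation 30 min RT; cpd 30 min RT (top 110 uM); beads 20 min RT, light-protected.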
Tb PGK inh: inhibitors of T. brucei phosphoglycerate kinase. PGK/GAPDH coupled, Kinase-Glo luminescence, 60 min. Potency, µM (highest dose often 57.5 µM), inactives show at the highest dose activity change, negative = inhibition, hits mostly inhibitors. 0.043% of 380,000 active; note: % is set by controls: 0 for no effect and ±100 for the full control effect; nearly all actives have a fitted effect of over 60% in size
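Recombinant glycosomal PGK reaction used 1,3-bisphosphoglycerate generated in-well by GAPDH (100nM final) in 100mM TEA pH 7.6, 5mM MgCl2, 0.01% Tween-20. After 60 minutes at room temperature, ATP was read by Kinase-Glo Plus luminescence end-point.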
G9a block: blocks human histone lysine methyltransferase G9a | Q96KQ7 | G9a H3K9 monomethylation, AlphaScreen, 2 h | Potency, µM (series often up to 102 µM), inactives show top-dose activity, negative = inhibition, hits mostly inhibitors | 8.8% of 350,000 active | AID 504332; note: % is set by controls: 0 for no effect and ±100 for the full control effect; nearly all actives have a fitted effect of over 75% in size
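Quantitative HTS format: methyltransferase activity on a biotin-tagged H3K9 peptide is measured by AlphaScreen, using a rabbit anti-monomethyl-H3K9 antibody with streptavidin donor and anti-IgG acceptor beads. Final levels are 20 nM enzyme, 500 nM peptide, 20 uM SAM; 2 h RT.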
GLS inh: inhibitors of human glutaminase (GLS); O94925; Potency, µM (highest dose often 45.5 µM), for the others: at the highest dose activity change, negative = inhibition, most hits filed as inhibitors; GLS enzymatic activity, qHTS titration; AID 624170; 0.21% of 410,000 active; note: % is set by controls: 0 for no effect and ±100 for the full control effect
Target sequence (O94925 whole entry, looked up): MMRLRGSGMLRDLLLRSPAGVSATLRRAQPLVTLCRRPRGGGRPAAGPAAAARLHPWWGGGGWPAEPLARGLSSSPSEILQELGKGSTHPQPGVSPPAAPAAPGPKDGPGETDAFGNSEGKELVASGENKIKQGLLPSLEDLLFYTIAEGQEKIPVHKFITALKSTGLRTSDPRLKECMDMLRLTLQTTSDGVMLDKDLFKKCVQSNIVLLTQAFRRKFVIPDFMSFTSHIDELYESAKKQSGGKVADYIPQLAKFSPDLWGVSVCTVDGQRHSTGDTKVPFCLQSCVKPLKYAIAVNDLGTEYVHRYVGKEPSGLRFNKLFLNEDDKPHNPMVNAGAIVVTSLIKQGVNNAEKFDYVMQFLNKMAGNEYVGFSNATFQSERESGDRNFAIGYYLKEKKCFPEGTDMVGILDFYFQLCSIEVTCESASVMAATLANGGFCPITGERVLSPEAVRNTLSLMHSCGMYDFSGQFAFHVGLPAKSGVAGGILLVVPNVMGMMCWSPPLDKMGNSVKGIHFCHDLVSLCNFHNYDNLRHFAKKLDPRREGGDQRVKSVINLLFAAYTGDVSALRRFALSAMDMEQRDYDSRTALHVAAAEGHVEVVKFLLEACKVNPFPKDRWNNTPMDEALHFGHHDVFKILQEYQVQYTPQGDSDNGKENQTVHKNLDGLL
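Human kidney-isoform GLS in 45 mM KH2PO4 pH 8.2, 0.02% Tween-20, with compound, started with 1mM L-Glutamine (added stock). Glutamate oxidase/HRP/Amplex red coupled fluorescence read at start and after 30 min at RT.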
Pin1 inhibitor: blocks the human prolyl isomerase Pin1; Q13526; Pin1 FP peptide displacement, HiFluor488, 10 min; Potency, µM (titrated, usually from 115 µM), for the others: top-dose activity, negative = inhibition, hits mostly inhibitors; 0.009% of 390,000 active; AID 504891; active = well fitted inhibition curve with a large enough effect in the polarisation, with a control signal flat, not every such curve was filed as active; inconclusive = small, poorly fitted or top-dose-only effect, or effect the other way, or a change in a side signal; inactive = no such curve, though single readings can be large or run the other way; the % refers to the polarisation; note: % is set by controls: 0 for no effect and ±100 for the full control effect
Target sequence (Q13526 whole entry, looked up): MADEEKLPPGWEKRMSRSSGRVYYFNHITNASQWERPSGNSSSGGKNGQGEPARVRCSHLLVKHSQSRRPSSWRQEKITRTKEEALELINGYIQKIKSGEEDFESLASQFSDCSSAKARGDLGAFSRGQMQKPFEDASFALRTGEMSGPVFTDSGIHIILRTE
Pol iota inh: blocks human DNA polymerase iota activity; 1% of 390,000 active; Potency, µM (highest dose often 115 µM), for the others: top-dose activity, negative = inhibition, hits mostly inhibitors; Pol iota fluorescent replication assay, 10 min; Q9UNA4
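Fluorescent replication assay read twice, at 0 min and 10 min after adding 50 nM (final) substrate. Enzyme (10 nM) and compounds were first incubated 15 min at room temperature; enzyme-free buffer wells were negative controls.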
BLM inh: Bloom syndrome helicase (human) inhibition. Potency, µM (titrated, usually from 56.1 µM), for the others: top-dose activity change, negative = inhibition, usual class: inhibitors. AID 2528. 0.2% of 350,000 active. recombinant BLM DNA unwinding, fluorescence dequenching. P54132;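 note: plate controls were vehicle for no effect and no enzyme for full effect; nearly all actives have a fitted effect of over 35% in size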
* = called active by the depositor; i = inactive; ? = inconclusive; . = no result given; [ ] = dose if it differs, or a comment. Unless noted, calls come from the whole dose curve; as a rule, active = well fitted curve in the direction sought with a large enough effect; inconclusive = small, poorly fitted or top-dose-only effect, or another doubt; inactive = no such curve, though single readings can be large; an effect the other way counts as inactive or inconclusive. Potency is the fitted concentration of half-maximal effect.

Values run as follows: JMJD2A Tudor inh	HP1b binding inh	BAZ2B block	Tb PGK inh	G9a block	GLS inh	Pin1 inhibitor	Pol iota inh	BLM inh
- O=C(CN1C(=O)NC2(CCc3ccccc32)C1=O)Nc1ccc(Br)cc1F (stereo unspecified)
 : -17%	32%	1%	-2%	5%[12.7 µM]	1%	5%	8%	.
- CC1C(=O)C(C)C(c2ccco2)NC1c1ccco1 (stereo unspecified)
 : -20%	27%	15%	-3%	?	-3%	-7%	2%	-1%
- Cc1ccc(N2NC(=O)/C(=C/c3ccc(-c4ccc(Cl)c(C(=O)O)c4)o3)C2=O)cc1C
 : -24%	-3%	?	-8%	?	?	-5%	?	-4%
- CCCC(=O)Nc1ccc2c(c1)nc(CCN1CCN(c3ccccn3)CC1)n2C
 : -12%	31%	2%	-1%	0%	-4%	-12%	11%	-4%
- O=C(CSc1nnnn1-c1ccc(F)cc1)Nc1ccccc1F
 : -10%	14%	5%	-3%	.	4%	14%	19%	-3%
- Cc1cc(NC(=O)CSc2nccn2-c2cccc(F)c2)no1
 : -12%	6%	.	-2%	.	8%	4%	6%	.
- COc1ccc(CCC(=O)Nc2nnc(C(F)(F)F)s2)cc1
 : -3%	43%[activator]	-10%	-11%	11%	3%	-1%	36%	-3%
- S=c1[nH]nc(-c2ccc3ccccc3n2)n1-c1ccccc1Cl
 : ?	-6%[57 µM]	3%	i	?	0%	1%	-12%	-4%
- COc1ccc(CCNC(=O)CSC2=Nc3ccccc3C3=NC(C(C)C)C(=O)N23)cc1OC (stereo unspecified)
 : -5%	38%[activator]	-2%	5%	-50%	-4%	8%	54%[activator]	2%
- Cc1c(/C=N/NC(=O)c2cc(C(C)(C)C)[nH]n2)c2ccccc2n1C
 : -10%	14%	-2%	i	11%	2%	-14%	58%[activator]	-8%
- CC(=O)c1ccc(NC(=S)N2CCN(CCO)CC2)cc1
 : -17%	21%	-1%	?	16%	1%	-3%	140%[activator]	-4%
- CC(=O)Nc1ccc(S(=O)(=O)N/N=C/c2cccnc2)cc1
 : 6%	43%[activator]	-10%	-6%	.	1%	-1%	-4%	1%
- O=C(COc1ccc(S(=O)(=O)Nc2ccccc2)cc1)N1CCOCC1
 : -6%	15%	-1%	3%	-20%[59 µM]	17%	-6%	13%	0%
- CCOc1cc(C2NC(=O)CCC2[N+](=O)[O-])cc(Br)c1OC (stereo unspecified)
 : -17%	8%	-3%	.	21%	22%	0%	-15%	-3%
- CC(C)NC(=O)c1noc2cc([N+](=O)[O-])ccc12
 : -18%	3%	-30%	-3%	7%	0%	-5%	18%	-1%
- O=C(CSc1n[nH]c(=O)n1-c1cccnc1)Nc1ccccc1Cl
 : -3%	21%	-8%	0%	7%	5%	0%	20%	-5%
- COc1ccc(OC)c(NC(=O)C(C)n2nc(C)c3c(C)n(-c4ccccc4)nc3c2=O)c1 (stereo unspecified)
 : -16%	22%	-24%	-2%	-29%[59 µM]	-14%	?	34%[activator]	-3%
- Cc1ccc(C)c(SCC(=O)Nc2cccc(S(=O)(=O)N3CCOCC3)c2)c1
 : -9%	30%	-4%	2%	6%[0.501 µM]	-5%	-9%	41%[activator]	.
- CN(C)C(=O)CCc1ccc2c3c([nH]c2c1)[C@]1(CCc2ccccc2)[C@@H](C(=O)N2CCCCC2)C[C@H](CC(=O)NCCC2=CCCCC2)C(=O)N1CC3
 : -18%	15%	.	-1%	.	-8%	-1%	-12%	.
- O=C(c1cc(F)ccc1F)C1CCCN(Cc2cccn2-c2ccccn2)C1 (stereo unspecified)
 : -12%	17%	?	-3%	4%[59 µM]	3%	3%	6%	6%
- COc1ccc(C(=O)NNC(=O)CCCCC(=O)NNC(=O)c2ccc(OC)cc2)cc1
 : -13%	25%	.	-1%	?	19%	-10%	1%	5%
- Cc1ccccc1CS(=O)(=O)CC1(O)CCN(C(=O)c2cccc(C(F)(F)F)c2)CC1
 : -13%	23%	5%	-6%	-6%[59 µM]	0%	3%	7%	-4%
- O=C(NC(Cc1c[nH]c2ccccc12)C(=O)NCc1ccc(F)cc1)OCc1ccccc1 (stereo unspecified)
 : -18%	19%	-28%	2%	18%[59 µM]	12%	-4%	-14%	-5%
- Cc1ccc2c(C)c(C(=O)N3CCN(Cc4ccccn4)CC3)oc2c1C
 : ?	12%	-35%	-2%	3%	6%	-8%	19%	-1%
- Cc1[nH]ccc(=O)c1OCC(=O)O
 : -12%	34%	0%	5%	0%	10%	1%	-25%	0%
- CCCN(C(=O)Cn1cnc2sc(C)c(S(=O)(=O)N3CCN(c4ncccn4)CC3)c2c1=O)c1cccc(C)c1
 : -6%	42%[activator]	1%	i	0%[59 µM]	6%	-2%	25%	-6%
- CC(C)N(C(=S)Nc1cc(S(=O)(=O)N2CCOCC2)ccc1Cl)c1ccccc1
 : -1%	11%	5%	i	7%[59 µM]	-7%	3%	24%	5%
- COC(=O)Cn1nnc(-c2cccc(OC)c2)n1
 : -10%	36%	3%	-6%	30%	-1%	1%	30%[activator]	1%
- C=CCn1c(SCc2ccc(Cl)cc2)nc2cc(C(=O)N3CCC(C(N)=O)CC3)ccc2c1=O
 : -12%	33%	-35%	3%	2%[59 µM]	6%	8%	13%	-4%
- COC(=O)NNC(=O)C12CC3CC(CC(C3)C1)C2
 : -3%	12%	-31%	2%	15%[59 µM]	1%	2%	11%	8%

Complete entries, looked up by structure. Order of screens: JMJD2A Tudor inh	HP1b binding inh	BAZ2B block	Tb PGK inh	G9a block	GLS inh	Pin1 inhibitor	Pol iota inh	BLM inh
Cc1ccc2c(C)c(C(=O)N3CCN(Cc4ccccn4)CC3)oc2c1C is listed with ?	12%	-35%	-2%	3%	6%	-8%	19%	-1%
CN(C)C(=O)CCc1ccc2c3c([nH]c2c1)[C@]1(CCc2ccccc2)[C@@H](C(=O)N2CCCCC2)C[C@H](CC(=O)NCCC2=CCCCC2)C(=O)N1CC3 is listed with -18%	15%	.	-1%	.	-8%	-1%	-12%	.
O=C(NC(Cc1c[nH]c2ccccc12)C(=O)NCc1ccc(F)cc1)OCc1ccccc1 (stereo unspecified) is listed with -18%	19%	-28%	2%	18%[59 µM]	12%	-4%	-14%	-5%

(next part)
Values run as follows: JMJD2A Tudor inh	HP1b binding inh	BAZ2B block	Tb PGK inh	G9a block	GLS inh	Pin1 inhibitor	Pol iota inh	BLM inh
- Cc1cccc(NS(=O)(=O)c2cccc(C(=O)N3CCN(S(=O)(=O)c4ccccc4)CC3)c2)c1
 : -16%	26%	-3%	-8%	9%[12.7 µM]	-17%	0%	11%	.
- CC(C)CN(C(=O)COC(=O)C12CC3CC(CC(Cl)(C3)C1)C2)c1c(N)n(Cc2ccccc2)c(=O)[nH]c1=O
 : -19%	7%	-2%	-6%	0%	2%	1%	18%	.
- Cc1cccc(N(C)c2cc(C)nc3nc(C)nn23)c1
 : -28%	8%	1%	-2%	?	17%	-3%	-2%	-1%
- Cc1ccccc1OCCn1c(=N)n(C(C)C)c2ccccc21
 : -20%	5%	0%	-1%	-37%[59 µM]	0%	-1%	19%	-11%
- COc1ccc(C(=O)Nc2cc3c(cc2C#N)OCO3)cc1S(=O)(=O)NCc1ccco1
 : -12%	53%[activator]	-2%	-2%	-2%[2.33 µM]	2%	-4%	7%	-1%
- CC(=O)c1c(C)nc(-c2ccc(Cl)cc2Cl)n1O
 : -20%	28%	7%	-2%	?	4%	0%	7%	3%
- CSc1ccc(S(=O)(=O)N2CCC(C(=O)Nc3ccc(NC(C)=O)cc3)CC2)cc1
 : -16%	12%	1%	-7%	40µM*	12%	2%	48%[activator]	-5%
- CCCCc1nc(NCCNC(=O)c2ccco2)c(C#N)c2c1CSC(C)(C)C2
 : ?	9%	?	-1%	?	-2%	.	?	-17%
- COc1cccc(CN2CCN(S(=O)(=O)c3ccc(Br)cc3)CC2)c1
 : 6%	41%[activator]	-5%	1%	19%[59 µM]	-4%	1%	-1%	-9%
- COc1ccc(N2C(=O)CSC23C(=O)N(CC(=O)NC2CCCC2)c2ccccc23)cc1 (stereo unspecified)
 : -11%	22%	-3%	0%	.	-4%	3%	7%	-1%
- N#CCC(=O)N/N=C/c1ccc(N2N=C(c3ccccc3)CC2c2ccccc2)cc1 (stereo unspecified)
 : 36%[activator]	83%[activator]	128%[activator]	-7%	113%[activator][12.7 µM]	-15%	?	?	-15%
- Cn1ccc(C(=O)N/N=C/c2cccnc2)n1
 : 4%	16%	14%	-4%	13%	-6%	5%	75%[activator]	1%
- CC(=O)Nc1c(-c2ccccc2)nc2ccc(Cl)cn12
 : -6%	14%	.	-7%	.	13%	-1%	6%	.
- O=c1c2ccccc2nc2c3ccccc3c(NCc3cccnc3)nn12
 : -3%	49%[activator]	-2%	7%	7%	-2%	2%	-10%	5%
- COc1ccc(N(CC(=O)Nc2cc(C)ccc2C)S(=O)(=O)c2ccccc2[N+](=O)[O-])c(OC)c1
 : ?	-20%	-23%	4%	.	12%	0%	52%[activator]	-7%
- O=C(COc1ccc(C(=O)O)cc1)Nc1cccc(C(F)(F)F)c1
 : -8%	50%[activator]	-13%	i	-31%	-2%	2%	15%	2%
- Cn1cccc1C1CCCN1CC(=O)Nc1c(Cl)cc(Cl)cc1Cl (stereo unspecified)
 : -29%	-12%	.	-9%	.	-17%	15%	1%	.
- CCOc1ccc2c(c1)c(=O)c(S(=O)(=O)c1ccc(CC)cc1)cn2Cc1cccc(Cl)c1
 : -13%	30%	-10%	-8%	-1%[59 µM]	1%	1%	61%[activator]	-9%
- O=C(CN1CCN(C(=O)c2ccccc2)CC1)Nc1cccc(S(=O)(=O)N2CCCC2)c1
 : -17%	22%	11%	-8%	?	4%	-3%	27%	.

A portion of the library; rates above refer to the full screens.
